PP5 primary = blocks human protein phosphatase 5 activity | P53041 | purified PP5c, OMFP substrate fluorescence | inhibition, % at 6.7 µM | 320,000 compounds, 0.18% hits;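 active = inhibition above the campaign's mean inhibition across all tested compounds plus 3 SD, cut at about 9.5% in these data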;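 also: 0% = DMSO only and 100% = 100 µM cantharidin control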
Fh CTSL1 inh = cathepsin L1 inhibition, PFM18AAP counter-screen; recombinant F. hepatica cathepsin L1, Z-Leu-Arg-MCA fluorescence; inhibition, % at 5.96 µM; 300,000 compounds, 0.49% hits; AID 1906;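 active = inhibition above the mean of all tested compounds plus 3 SD, set per screening campaign, cut at about 17% in these data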;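 also: 0% = plate median of test compound wells and 100% = 1 µM Z-Phe-Ala-diazomethylketone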
AHR activator = human AHR activation; P35869; AHR-responsive luciferase reporter cells, luminescence; activation, % at 5 µM; 320,000 compounds, 2.5% hits; AID 2796; in the data active = activation above about 47%;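 also: 0% = vehicle wells and 100% = reference agonist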
Target sequence (P35869 whole entry, looked up): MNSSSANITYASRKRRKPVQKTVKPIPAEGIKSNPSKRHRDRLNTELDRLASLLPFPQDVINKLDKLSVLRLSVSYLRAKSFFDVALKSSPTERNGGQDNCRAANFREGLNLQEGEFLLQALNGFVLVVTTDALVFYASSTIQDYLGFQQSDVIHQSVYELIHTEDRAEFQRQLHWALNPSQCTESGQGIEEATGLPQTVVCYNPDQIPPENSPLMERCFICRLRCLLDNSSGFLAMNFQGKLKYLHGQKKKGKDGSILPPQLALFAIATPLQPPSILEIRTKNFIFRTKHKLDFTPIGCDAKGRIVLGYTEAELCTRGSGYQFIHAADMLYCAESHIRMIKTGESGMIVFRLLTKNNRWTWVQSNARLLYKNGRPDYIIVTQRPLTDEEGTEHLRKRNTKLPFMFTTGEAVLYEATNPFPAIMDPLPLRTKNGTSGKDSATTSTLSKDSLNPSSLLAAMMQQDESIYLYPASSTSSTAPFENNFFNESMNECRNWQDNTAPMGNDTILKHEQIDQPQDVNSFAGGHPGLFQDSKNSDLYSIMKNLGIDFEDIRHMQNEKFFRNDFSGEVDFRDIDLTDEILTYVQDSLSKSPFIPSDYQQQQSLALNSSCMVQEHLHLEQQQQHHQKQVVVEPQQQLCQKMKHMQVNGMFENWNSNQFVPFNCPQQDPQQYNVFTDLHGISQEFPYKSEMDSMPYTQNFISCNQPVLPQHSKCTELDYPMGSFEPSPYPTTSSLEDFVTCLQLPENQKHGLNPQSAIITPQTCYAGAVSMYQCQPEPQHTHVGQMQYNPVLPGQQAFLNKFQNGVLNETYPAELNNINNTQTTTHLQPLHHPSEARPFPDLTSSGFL
procasp7 counter = counter-screen: procaspase-7 (human) activation. P55210. recombinant procaspase-7, Ac-DEVD-pNA absorbance 405 nm; D23A/D198A/D206A triple mutant, cannot self-cleave; scale: DMSO 0, 5 µM enzyme 100. activation, % at 8.5 µM. 330,000 compounds, 0.093% hits. AID 463210;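 active = percent activation above the screen-wide mean plus 3 SD, cut at about 25% in these data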
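System: Procaspase-7 triple mutant (PC-7 D3A); measure: % activation from two-timepoint absorbance difference, scaled to controls; times: 1 h compound preincubation, 2 h substrate cleavage, 25 °C; also added: Ac-DEVD-pNA substrate, 400 µM as added; measured by: Epi-absorbance of released pNA at 405 nm, two timepoints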
TPT1 inhibitor = C. albicans TPT1 enzyme inhibition | recombinant caTPT1, FP RNA substrate dephosphorylation | 300,000 compounds, 0.81% hits | inhibition, % at 5 µM | AID 1962;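 active = inhibition above the mean of all tested compounds plus 3 SD, set per screening campaign, cut at about 24% in these data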;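 also: plate controls were DMSO alone for no effect and ferristatin control at 100 nM for full effect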
PAFAH2 FP inh = PAFAH2 (human) inhibition | Q99487 | recombinant PAFAH2, FP-rhodamine activity probe, fluorescence polarization | inhibition, % at 3.39 µM | 340,000 compounds, 0.99% hits;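 active = inhibition above the mean over all tested compounds plus 3 SD, cut at about 30% in these data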;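 also: inhibitors block probe labeling of enzyme so polarization drops; 0% = enzyme with DMSO and 100% = wells lacking PAFAH2 protein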
proCasp3 act = procaspase-3 (human) activation | P42574 | recombinant procaspase-3 D3A, Ac-DEVD-pNA absorbance 405 nm | activation, % at 8.5 µM | 330,000 compounds, 0.11% hits | AID 463141;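 active = activation above the mean of all tested compounds plus 3 SD, cut at about 21% in these data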;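 also: 0% = DMSO alone and 100% = DMSO wells spiked with extra 5 µM PC-3 D3A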
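Assay system: Procaspase-3 D3A mutant, all three cleavage aspartates alanine. Buffer or medium: Zinc-free HEPES saline buffer with Triton X-100. Times: 1 h compound preincubation, 2 h substrate hydrolysis at 25 °C. Measured by: 405 nm absorbance of p-nitroaniline, reads at 0 and 120 min. Read-out basis: percent activation relative to control range. Replicates: singlicate.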
PP1 counter = counter-screen for PP5 inhibitors: inhibitors of human PP1-alpha | inhibition, % at 6.7 µM | P62136 | 320,000 compounds, 0.9% hits | purified PP1alpha, OMFP fluorescence | AID 2235;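 active = inhibition above the mean inhibition of all tested compounds plus 3 SD, computed separately for each screening campaign, cut at about 15% in these data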
core dimer inh = HCV core protein dimerization inhibition; TR-FRET GST/Flag-core106 dimerization, 1536-well; inhibition, % at 5 µM; 300,000 compounds, 0.33% hits;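 active = inhibition above the mean of all tested compounds plus 3 SD, set per screening campaign, cut at about 45% in these data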
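Test system: GST/Flag-tagged HCV core106 proteins; Medium: KF-containing HEPES buffer, pH 7.45, DTT, CHAPS, BSA; Times: compound-protein-antibody incubation 4 h at 22.5 °C; Detection: TR-FRET 671 and 617 nm emission; Benchmarks: wells lacking GST-core106 and wells with excess unlabelled core106.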
An asterisk follows results filed as active; . = not tested or not shown.

SMILES | PP5 primary | Fh CTSL1 inh | AHR activator | procasp7 counter | TPT1 inhibitor | PAFAH2 FP inh | proCasp3 act | PP1 counter | core dimer inh
Cc1c(C(=O)Nc2cccnc2)oc2ccc(Br)cc12 | 0.4 | 0 | -2 | 1 | 0 | -2 | -2 | 1 | 5
O=C(CN1CCCC1c1cccs1)Nc1cc(S(=O)(=O)N2CCCC2)ccc1Cl (configuration not stated) | . | . | 1 | 0 | . | -4 | -7 | . | .
Cc1[nH]nc(C(F)(F)F)c1CCC(=O)NC1CCCCCC1 | . | . | -1 | 1 | . | 4 | 9 | . | .
O=C(Nc1nnc(C(F)(F)F)s1)C1COc2ccccc2O1 (configuration not stated) | 2.1 | -3 | 4 | 1 | -5 | -3 | 2 | 4 | -7
Cc1ccc(-c2nnc(CN3CCN(C)CC3)o2)cc1 | 1.6 | -4 | -1 | 7 | -2 | -3 | 4 | -1 | 2
CCCCCCCCc1nnc(N)s1 | 0.1 | 0 | 0 | 8 | 0 | . | -8 | -2 | -1
Cc1cc(C)cc(OCC(=O)N/N=C/c2ccccn2)c1 | 2.2 | 0 | 13 | 8 | -5 | 0 | -2 | 3 | 4
Cc1ccc(C2=CC(=O)C[C@H](c3ccc(F)cc3)C2)cc1 | 3.5 | . | 3 | -9 | . | 2 | 1 | 8 | .
CN(C)c1ccc(NC(=O)Oc2ccccc2)cc1 | 1.3 | 5 | 39 | -13 | -1 | 8 | -10 | 5 | -11
COc1ccc(C(CC(=O)O)NC(=O)c2ccco2)cc1OC (configuration not stated) | 0.9 | -3 | 2 | 3 | 0 | 8 | 9 | 3 | -5
O=C(COC(=O)CN1C(=O)C2CC=CCC2C1=O)Nc1cc(C(F)(F)F)ccc1N1CCOCC1 (configuration not stated) | -2.1 | 0 | 1 | -5 | 1 | 2 | 7 | 0 | 2
COCCN(Cc1ccccc1)C(=O)c1ccc(C(=O)c2ccccc2)cc1 | 6.3 | . | -1 | -3 | . | -6 | 11 | 0 | .
CCC(=O)N1CCc2cc(S(=O)(=O)NC(C(=O)Nc3cccc(C)n3)C(C)C)ccc21 (configuration not stated) | -0.6 | 3 | 1 | 5 | -4 | -14 | 6 | -1 | 3
COc1cccc(-c2sc3ccc(OC)cc3c2-c2ccc(C(N)=O)cc2)c1 | 1.3 | . | 12 | 1 | . | 1 | 1 | -4 | .
O=c1[nH]c(C2CCN(S(=O)(=O)c3ccc4c(c3)OCCO4)CC2)nc2c1nnn2Cc1c(F)cccc1Cl | 4.3 | 2 | 3 | 16 | 1 | -7 | 2 | 17* | 27
CC(=O)c1c(C)[nH]c(C(=O)COC(=O)c2ccc(C)s2)c1C | . | . | -1 | 11 | . | 2 | 9 | . | .
O=C(Nc1ccc(OCC(F)(F)C(F)F)cc1)c1ccncc1 | -1.0 | -1 | 3 | 8 | 1 | -1 | -4 | -2 | 0
Cc1nc(Nc2ccc3c(c2)OCO3)c2oc3ccccc3c2n1 | 2.3 | 1 | 65* | 7 | -3 | 14 | 4 | -1 | 0
CCCCCCN1C=CC=C/C1=C/C=C(C#N)C#N | 1.6 | 7 | 8 | -21 | 62* | 3 | -25 | 1 | -21
CSc1nc(N(C)CCO)c2sc3nc(-c4ccco4)c4c(c3c2n1)CCC4 | -0.9 | 22* | 7 | -17 | 1 | 4 | -15 | 30* | 80*

Copied from the list.
PP1 counter result of Cc1ccc(C2=CC(=O)C[C@H](c3ccc(F)cc3)C2)cc1 = 8
PP1 counter result of O=C(Nc1nnc(C(F)(F)F)s1)C1COc2ccccc2O1 (configuration not stated) = 4

Additional entries
SMILES | PP5 primary | Fh CTSL1 inh | AHR activator | procasp7 counter | TPT1 inhibitor | PAFAH2 FP inh | proCasp3 act | PP1 counter | core dimer inh
CC1CCC2C(=O)N(c3ccccc3OC(=O)c3ccccc3)C(=O)C2C1 (configuration not stated) | -1.7 | -3 | 1 | 7 | 2 | 2 | 8 | -1 | 2
CCc1ccccc1NC(=O)c1cccc(Oc2ccc([N+](=O)[O-])cc2Cl)c1 | 0.7 | 5 | 4 | -3 | -4 | -5 | 5 | 5 | 6
O=C(CSCc1c(Cl)cccc1Cl)Nc1nccs1 | 2.0 | 2 | -5 | 10 | 0 | -2 | -7 | 3 | 0
CC(=O)c1c(C)[nH]c(C(=O)/C(C#N)=C/c2cccc(C)c2)c1C | 1.1 | 0 | 1 | 0 | 1 | 13 | 1 | 2 | 4
CCOC(=O)c1oc2ccccc2c1N | 1.6 | -3 | 82* | -1 | 3 | 9 | -6 | 1 | 6
COc1ccc(-c2cc(-c3ccc(C)cc3)n[nH]2)c(O)c1 | 6.0 | 3 | 8 | 10 | 1 | 2 | -5 | 1 | 0
CCOc1ccc(/C=C/C(=O)N(C)CC(=O)Nc2cccc(F)c2)cc1OCC | -0.1 | -2 | 6 | -1 | -2 | 4 | -3 | -4 | 0
COc1ccc(NC(=O)C2CCCN(S(=O)(=O)c3cccc4nonc34)C2)cc1OC (configuration not stated) | -2.0 | -2 | 19 | 19 | 0 | 4 | 6 | -2 | 1
CN(C(=O)CSc1nnnn1C)C1(C#N)CCCCC1 | 1.6 | . | 0 | -6 | . | -4 | 6 | -4 | .
Cc1ccc(NS(=O)(=O)c2cc(NC(=O)c3ccc4c(c3)NC(=O)CS4)ccc2C)c(C)c1 | 5.8 | 0 | 45 | -11 | 0 | -68 | -16 | 6 | 30
COc1ccc(C2CC(=O)c3cnc(NC(=O)c4ccccc4)nc3C2)cc1OC (configuration not stated) | 1.5 | -3 | -1 | 13 | 1 | -3 | 5 | 1 | 7
O=C(COc1ccccc1F)NNC(=O)c1ccc(F)c(S(=O)(=O)N2CCOCC2)c1 | . | . | 5 | 9 | . | 2 | -2 | . | .
Cc1ccc(C(=O)c2coc3ccc(O)c(Cl)c23)cc1 | 1.7 | 0 | 12 | 9 | 5 | 10 | 1 | -1 | 7
Cc1noc(C)c1S(=O)(=O)Nc1ccc2c(c1)C(=O)N([C@H](C)CO)C[C@H](C)[C@@H](CN(C)C(=O)Nc1ccccc1)O2 | . | . | -1 | 10 | . | 5 | 5 | . | .
CCc1ccc(-c2csc(NC(=O)Oc3ccccc3)n2)cc1 | -0.7 | 10 | 17 | -2 | 18 | -1 | 9 | -4 | 13
Cc1cccc(NC2(C(F)(F)F)N=C(c3ccccc3)NC2=O)n1 (configuration not stated) | 0.4 | -3 | -3 | -10 | -1 | 4 | -1 | -3 | -18
CCOC(=O)C1CCCN(C(=O)c2ccc(C)c(NC(=O)C3=C(C)OCCS3)c2)C1 (configuration not stated) | -0.9 | -3 | 1 | 4 | -2 | 10 | 10 | -4 | 10
CCOc1ccc(C(=O)NC2CCCCCCC2)cc1 | 1.4 | -2 | 5 | 6 | -3 | 1 | -5 | -1 | 1
Cc1cc(OC(=O)c2ccccc2C(F)(F)F)c([N+](=O)[O-])c(=O)[nH]1 | 0.6 | -2 | -2 | 1 | -1 | -5 | 2 | 2 | -11
S=C(NCC(c1cccnc1)N1CCOCC1)NC1CCCCC1 (configuration not stated) | 1.3 | -2 | -1 | 4 | 1 | 4 | 3 | -2 | 0
CCCc1cc(=O)[nH]c(SCC(=O)N2CCN(S(=O)(=O)c3ccc(C)cc3)C2)n1 | 1.2 | 0 | 0 | -3 | -3 | 8 | 1 | 3 | 1
Cc1cccc(NC(=O)Cn2cnc3sc(C)c(S(=O)(=O)N4CCC(C)CC4)c3c2=O)n1 | 1.3 | -3 | 2 | -3 | -2 | 5 | -2 | -2 | 7
CC(=O)N1c2ccc(S(=O)(=O)NCc3ccco3)cc2CC1C (configuration not stated) | -1.8 | -4 | 1 | -1 | 1 | 0 | -6 | -9 | -1
O=C(O)c1cccc(-c2ccc(/C=N/n3cnc4sc5c(c4c3=O)CCCC5)o2)c1 | 0.3 | 0 | 2 | 7 | 0 | . | -3 | 3 | 1
CCN(CC)C(=O)C1CCCN(c2ccc([N+](=O)[O-])cc2/C=N/NC(=O)c2ccc([N+](=O)[O-])cc2)C1 (configuration not stated) | 0.6 | -2 | 3 | -1 | 0 | 1 | 1 | 0 | -3
Cc1cc(=O)[nH]c(S)c1C#N | 0.5 | 3 | 2 | -16 | 1 | . | -5 | -5 | -4
Cc1ccc(C)c(NC(=O)C2CCCN(c3cnccn3)C2)c1 (configuration not stated) | 1.8 | -2 | 41 | -6 | 2 | 8 | -4 | 2 | -4
C=CCNC(=O)COc1ccc(S(=O)(=O)N2CCCC2)cc1 | -1.0 | 1 | 0 | 5 | -5 | 1 | 6 | 0 | -3
Cc1noc(C)c1C(=O)NC(C)C1CCCO1 (configuration not stated) | -1.1 | -1 | 0 | 8 | 1 | 10 | 1 | -5 | -3
O=[N+]([O-])c1ccc2nc(-c3ccc(Cl)cc3)[nH]c2c1 | 5.1 | 2 | 20 | -3 | 7 | -5 | -8 | 2 | 3
O=S(=O)(NCCc1ccccc1)c1ccc(-n2cnnn2)cc1 | -0.2 | -4 | -2 | 6 | -5 | 0 | 8 | 2 | 2

Structural class: those above with a furan ring, fused or not
SMILES | PP5 primary | Fh CTSL1 inh | AHR activator | procasp7 counter | TPT1 inhibitor | PAFAH2 FP inh | proCasp3 act | PP1 counter | core dimer inh
Cc1c(C(=O)Nc2cccnc2)oc2ccc(Br)cc12 | 0.4 | 0 | -2 | 1 | 0 | -2 | -2 | 1 | 5
COc1ccc(C(CC(=O)O)NC(=O)c2ccco2)cc1OC (configuration not stated) | 0.9 | -3 | 2 | 3 | 0 | 8 | 9 | 3 | -5
Cc1nc(Nc2ccc3c(c2)OCO3)c2oc3ccccc3c2n1 | 2.3 | 1 | 65* | 7 | -3 | 14 | 4 | -1 | 0
CSc1nc(N(C)CCO)c2sc3nc(-c4ccco4)c4c(c3c2n1)CCC4 | -0.9 | 22* | 7 | -17 | 1 | 4 | -15 | 30* | 80*
CCOC(=O)c1oc2ccccc2c1N | 1.6 | -3 | 82* | -1 | 3 | 9 | -6 | 1 | 6
Cc1ccc(C(=O)c2coc3ccc(O)c(Cl)c23)cc1 | 1.7 | 0 | 12 | 9 | 5 | 10 | 1 | -1 | 7
CC(=O)N1c2ccc(S(=O)(=O)NCc3ccco3)cc2CC1C (configuration not stated) | -1.8 | -4 | 1 | -1 | 1 | 0 | -6 | -9 | -1
O=C(O)c1cccc(-c2ccc(/C=N/n3cnc4sc5c(c4c3=O)CCCC5)o2)c1 | 0.3 | 0 | 2 | 7 | 0 | . | -3 | 3 | 1
